High-throughput results from PubChem.
Neddylation inh: inhibitors of human cullin neddylation. TR-FRET cullin neddylation, biochemical. calls only at 25 µM. 0.58% of 360,000 active. AID 651699; in the data active = inhibition above about 36%
NadD inh: blocks S. aureus nicotinate mononucleotide adenylyltransferase | AID 602399 | purified NadD enzyme, colorimetric absorbance read-out | 0.78% of 360,000 active | inhibition, % at 20 µM; in the data active = inhibition above about 26%; note: some compounds past the cut are filed as inactive
Rpn11 block: Rpn11 (human) deubiquitinase inhibition. O00487. human 26S proteasome, Ub4-pepOG fluorescence polarization; 20S core pre-blocked with epoxomicin. calls only at 20 µM. 0.59% of 360,000 active;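 active = inhibition at 20 µM, scaled to each plate's controls, above about 33%, limit read from the data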
LMPTP block: LMPTP (human) inhibition; recombinant LMPTP-A, OMFP fluorogenic substrate, fluorescence intensity; inhibition, % at 20 µM; 0.22% of 360,000 active;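 active = compounds that cut the enzyme signal by at least half of the control window in the single-dose screen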;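 note: plate controls were DMSO wells with enzyme plus substrate for no effect and substrate without enzyme for full effect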
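Material: LMPTP-A; amount: 0.625 nM enzyme; doses: single 20 µM dose; times: reaction 50 min, room temperature, dark; technique: fluorescence intensity of OMFP turnover product; benchmarks: no-enzyme and uninhibited controls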
CSN deneddyl inh: CSN deneddylation inhibition. Purified CSN, SCF-Nedd8-OG deneddylation, fluorescence polarization. inhibition, % at 12.5 µM. 0.38% of 360,000 active. AID 651999;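 active = pattern-corrected inhibition above about 35%, with an unprinted fluorescence ratio check between 0.5 and 1.5, limit read from the data, passing the limit was not always enough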;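 note: 0% = enzyme with substrate and 100% = substrate without enzyme; some results filed as inactive read as strong as hits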
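test system = HEK293T-derived human Csn5 enzyme | amount = 0.24 nM Csn5 enzyme, final concentration | medium = Tris/NaCl/DTT buffer, pH 7.5 | schedule = 90 min reaction at room temperature | signal = FP | evaluation = inhibition of Csn5 cleavage, % | compound dosing = single dose of 12.5 µM compound with 0.25% DMSO | probe or stimulus = 10 nM SCFSkp2-Nedd8OG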
Rin1 Abl inh: blocks binding of human Rin1 to Abl. P00519+Q13671. TR-FRET Rin1/Abl binding, biochemical. inhibition, % at 7.35 µM. 0.4% of 360,000 active. AID 588664; in the data active = inhibition above about 5%, passing the limit was not always enough
Target sequence (P00519 whole entry, looked up): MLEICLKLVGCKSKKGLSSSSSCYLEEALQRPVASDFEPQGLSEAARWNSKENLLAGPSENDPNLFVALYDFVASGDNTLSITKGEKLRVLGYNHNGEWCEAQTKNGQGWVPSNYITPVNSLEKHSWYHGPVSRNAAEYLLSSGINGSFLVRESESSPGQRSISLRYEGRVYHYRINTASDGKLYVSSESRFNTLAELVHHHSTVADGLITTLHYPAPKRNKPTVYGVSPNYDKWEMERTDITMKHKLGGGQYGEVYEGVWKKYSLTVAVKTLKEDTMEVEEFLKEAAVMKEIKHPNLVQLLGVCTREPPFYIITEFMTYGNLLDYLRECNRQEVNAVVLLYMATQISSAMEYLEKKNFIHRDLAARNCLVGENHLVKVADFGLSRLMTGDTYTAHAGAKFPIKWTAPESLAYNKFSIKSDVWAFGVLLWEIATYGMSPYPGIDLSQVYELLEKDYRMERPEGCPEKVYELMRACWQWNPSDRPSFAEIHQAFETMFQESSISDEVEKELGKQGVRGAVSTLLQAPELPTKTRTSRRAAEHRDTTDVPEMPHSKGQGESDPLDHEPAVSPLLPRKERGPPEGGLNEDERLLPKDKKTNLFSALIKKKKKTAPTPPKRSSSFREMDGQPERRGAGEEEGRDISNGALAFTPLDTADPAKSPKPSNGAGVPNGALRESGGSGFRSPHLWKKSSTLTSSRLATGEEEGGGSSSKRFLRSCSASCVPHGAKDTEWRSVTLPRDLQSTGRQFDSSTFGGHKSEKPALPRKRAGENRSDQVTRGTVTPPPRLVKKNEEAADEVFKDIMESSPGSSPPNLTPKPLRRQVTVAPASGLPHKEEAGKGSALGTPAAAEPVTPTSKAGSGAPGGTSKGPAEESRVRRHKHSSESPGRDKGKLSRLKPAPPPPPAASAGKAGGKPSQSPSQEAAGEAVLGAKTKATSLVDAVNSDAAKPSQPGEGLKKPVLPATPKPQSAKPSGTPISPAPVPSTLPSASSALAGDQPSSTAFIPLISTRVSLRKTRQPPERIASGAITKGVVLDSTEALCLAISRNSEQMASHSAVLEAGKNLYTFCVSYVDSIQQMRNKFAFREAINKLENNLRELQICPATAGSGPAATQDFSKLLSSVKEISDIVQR
Target sequence (Q13671 whole entry, looked up): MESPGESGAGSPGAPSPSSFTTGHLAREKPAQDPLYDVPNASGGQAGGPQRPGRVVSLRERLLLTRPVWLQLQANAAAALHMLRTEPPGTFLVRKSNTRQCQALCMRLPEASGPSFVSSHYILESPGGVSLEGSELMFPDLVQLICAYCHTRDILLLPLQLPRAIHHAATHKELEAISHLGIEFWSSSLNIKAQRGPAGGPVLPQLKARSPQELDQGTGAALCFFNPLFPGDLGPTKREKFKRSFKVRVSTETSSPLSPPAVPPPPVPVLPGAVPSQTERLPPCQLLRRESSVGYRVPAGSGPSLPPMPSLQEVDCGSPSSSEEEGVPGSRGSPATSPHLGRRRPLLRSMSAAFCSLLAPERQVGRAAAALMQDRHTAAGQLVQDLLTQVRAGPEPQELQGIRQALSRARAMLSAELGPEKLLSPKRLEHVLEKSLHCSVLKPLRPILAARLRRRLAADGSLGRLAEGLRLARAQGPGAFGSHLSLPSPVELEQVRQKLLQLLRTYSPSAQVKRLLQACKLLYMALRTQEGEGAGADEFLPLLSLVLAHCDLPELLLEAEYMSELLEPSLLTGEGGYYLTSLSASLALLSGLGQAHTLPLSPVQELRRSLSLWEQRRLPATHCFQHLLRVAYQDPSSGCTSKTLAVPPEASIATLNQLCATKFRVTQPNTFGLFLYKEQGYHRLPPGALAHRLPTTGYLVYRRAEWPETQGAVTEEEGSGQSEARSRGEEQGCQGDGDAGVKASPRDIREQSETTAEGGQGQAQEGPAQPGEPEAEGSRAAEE
STEP inh: STEP (human) phosphatase inhibition; P54829; recombinant STEP, OMFP fluorogenic substrate, fluorescence; inhibition, % at 20 µM; 0.25% of 360,000 active; AID 588621;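 active = inhibition at 20 µM, scaled per plate between control wells, above about 37%, limit read from the data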;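 note: 0% = DMSO with enzyme and substrate and 100% = substrate only without enzyme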
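System: STEP (striatal-enriched tyrosine phosphatase) enzyme, cell-free; medium: Bis-Tris pH 6.0 buffer with DTT, detergent; dosing: 20 µM, 1% DMSO; times: reaction 20 min, ambient temperature; detection: fluorescence, 480/540 nm; read-out basis: normalized % inhibition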
Scp-1 inhibitor: blocks human Scp-1 phosphatase activity; Q9GZU7; Recombinant Scp1, phosphopeptide, malachite green phosphate absorbance; inhibition, % at 20 µM; 0.88% of 340,000 active;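 active = inhibition above about 50% at 20 µM, limit read from the data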;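 note: plate controls were DMSO wells with enzyme for no effect and wells lacking enzyme for full effect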
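Material – SCP-1 phosphatase catalytic domain, residues 76-261 · Buffer or medium – Acidic Tris acetate buffer with magnesium and detergent · Also added – Phospho 17-mer peptide substrate · Compound – single 20 µM dose, 1% DMSO · Times – 45 min room-temperature reaction, 5 min colour, 30 min stabiliser · Technique – Phosphate-binding colour reagent, absorbance read at 630 nm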
SUMO1-SIM PPI: SUMO1-SIM interaction modulation | P63165 | 0.33% of 360,000 active | AID 602429 | SUMO1 binding to a labelled peptide, TR-FRET, 1 h | inhibition, % at 20 µM; in the data active = inhibition above about 37%
DNMT1 block: DNMT1 (human) enzyme inhibition; inhibition (reported as % activation of signal), % at 10 µM; DNMT1 molecular beacon, Hinp1I cleavage, fluorescence; 0.83% of 360,000 active; in the data active = inhibition above about 50%
* marks the source's active call; other numbers are inactive results; i = inactive; / = no result given; + = active, no number.

canonical_smiles	Neddylation inh	NadD inh	Rpn11 block	LMPTP block	CSN deneddyl inh	Rin1 Abl inh	STEP inh	Scp-1 inhibitor	SUMO1-SIM PPI	DNMT1 block
COc1ccccc1NC(=S)NC(=O)C1CC1	i	-3.3	i	0.4	1.4	1.6	-0.6	-7.3	2.3	-0.1
O=C(c1ccoc1)N1CCC2(CC1)Oc1ccc(F)cc1C(=O)C21CC(c2ccccc2)=NO1 (configuration not stated)	i	7.8	i	-1.4	-0.7	3.0	0.2	-0.5	9.9	-5.6
O=C(O)CC(c1cccc2ccccc12)n1cccc1 (configuration not stated)	i	0.8	i	-0.9	11.1	-0.8	-1.0	-0.4	6.7	28.8
CCCN1Cc2cccc(C(=O)Nc3ccc(-c4nc5ccccc5[nH]4)cc3)c2C1=O	/	6.3	i	11.7	0.3	-1.5	-2.4	11.1	0.6	26.6
CCOc1ccc(-n2c(SCC(=O)N3CCc4ccccc43)nnc2-c2c[nH]c3ccccc23)cc1	i	8.1	i	15.5	140.7*	0.7	3.9	13.2	14.8	80.5*
COc1ccccc1NC(=S)N1CCN(C/C=C/c2ccccc2)CC1	i	-4.0	i	-0.2	-1.1	0.4	0.6	3.8	-0.3	-1.8
Cc1c(NC(=O)C(C)Oc2ccc(Br)cc2)c(=O)n(-c2ccccc2)n1C (configuration not stated)	i	-1.0	i	-0.1	-0.2	4.3	-2.9	-6.8	3.4	-0.5
COc1ccc(S(=O)(=O)N2C3CCC2CC(NC(=O)NC2CCCCC2)C3)cc1 (configuration not stated)	i	4.2	i	-2.6	-0.7	1.9	-0.4	-8.0	-0.9	0.8
CCc1ccc(NC(=O)CSCc2nc(N)nc(Nc3ccccc3CC)n2)cc1	i	-1.6	i	-1.6	1.9	-0.3	-5.2	-1.3	-0.7	1.0
CCn1c(CSCc2ccc(Cl)cc2)nnc1SCC(=O)Nc1cccc(C(=O)O)c1	i	-1.6	i	2.7	1.9	2.5	-0.7	14.4	18.4	3.3
COC(Cn1cc(C)c(=O)[nH]c1=O)OC	i	-6.1	i	-3.0	-7.5	-0.4	2.6	-5.2	-1.7	-0.3
Cc1ccc2c(c1)[nH]c1c(=O)n(CCN3CCNCC3)cnc12	i	-1.0	i	-4.5	-5.6	-0.7	-2.7	0.6	-1.4	-1.3
CCn1cc(C(=O)O)c(=O)c2cc(F)c(N3CCN(C(=S)NC(=O)c4ccc(F)cc4)CC3)cc21	i	4.1	i	67.6*	-1.7	-1.9	2.2	18.8	5.7	0.7
O=C(O)C1CCN(C(=O)c2cccc3ccccc23)CC1	i	11.2	i	1.0	6.7	1.0	0.5	-3.8	0.0	1.9
O=C(Nc1cc2c3c(c1)CC(=O)N3CCC2)c1ccc(Cl)cc1	i	3.9	i	-1.9	0.9	3.4	-1.1	-2.0	2.4	-4.1
COc1ccc2oc(C(=O)OCC(=O)N(Cc3ccccc3)C(C)C)c(C)c2c1	+	-6.7	i	2.5	-0.2	1.5	1.3	-2.0	-3.7	-4.8
C/C(=N\Nc1ccc([N+](=O)[O-])cc1)c1ccc(O)cc1	i	4.0	/	4.3	13.8	-2.2	-3.3	-6.4	1.7	-9.7
CCOC(=O)c1c(NC(=O)c2ccco2)sc(C(=O)N2CCCC2)c1C	i	-1.5	i	0.9	3.8	-0.4	1.5	-7.2	-0.5	-2.3
CCc1ccc(NC(=O)CSc2nc(=O)n3cc(C)ccc3n2)cc1	i	0.9	i	-0.5	-0.8	-2.8	0.2	-5.7	-5.0	0.5
CCOC(=O)c1sc(=S)n(-c2ccccc2Cl)c1SC	i	-2.9	i	0.1	3.0	1.8	-3.2	-5.2	-13.9	2.6
O=C1c2ccccc2NC(c2ccncc2)N1c1ccccn1 (configuration not stated)	/	-0.6	i	-2.5	1.5	0.8	3.0	-9.1	-1.7	-0.5
COc1cccc(NC(=O)Cn2c(=O)oc3cc(S(=O)(=O)N4CCCC4)ccc32)c1	i	-9.6	i	0.7	-1.2	-1.8	-1.6	-4.0	1.3	1.6
CCOC(=O)c1c(NC(=O)/C=C/C(=O)O)sc(C)c1-c1ccc(C(C)(C)C)cc1	i	12.2	i	0.4	23.5	4.5	7.4	0.2	22.4	38.0
C#Cc1ccc(CN2CCCC(C(=O)Nc3ccccc3Oc3cccnc3)C2)cc1 (configuration not stated)	i	-3.3	i	0.3	5.0	-3.5	-3.3	0.3	-0.8	-3.4
COc1ccc(NC(=O)N(C)C[C@H]2Oc3c(NC(=O)NC4CCCCC4)cccc3C(=O)N([C@H](C)CO)C[C@@H]2C)cc1	i	3.0	i	-2.2	1.6	-2.3	-1.1	-10.9	4.3	-0.4
Cc1ccc2c(c1)N(S(=O)(=O)c1ccc3c(c1)NC(=O)CC(=O)N3)CCO2	i	-1.9	i	1.2	6.7	-2.9	0.8	-8.0	5.0	1.1
COc1ccccc1CCNC(=O)c1ccccc1SCC(=O)N1CCCC1	i	-4.5	i	-0.9	-4.0	3.6	-0.6	0.5	-4.8	4.4
Cc1sc(NC(=O)CSc2nnc(-c3ccccc3)o2)c(C#N)c1C	i	0.2	i	0.3	1.3	3.8	1.9	-6.9	2.9	2.1
CCOC(=O)c1cnc2ccc(C(=O)OC)cc2c1Nc1ccc(C(=O)O)cc1	i	2.3	i	1.5	-5.1	2.0	-1.0	0.4	-6.7	-3.9
COCCn1c(=NC(=O)CSC(C)=O)sc2cc(F)ccc21	i	-0.3	i	0.2	-1.4	-2.6	1.7	0.3	0.2	2.4
CCC(NC(=O)NCc1ccccc1)(C(F)(F)F)C(F)(F)F	i	-0.6	i	0.8	3.4	-0.7	-0.2	17.4	-0.6	-18.5
CCCCN(C(=O)CCNC(=O)NC12CC3CC(CC(C3)C1)C2)c1c(N)n(CCC)c(=O)[nH]c1=O	i	3.2	i	0.3	-2.1	-6.2	-0.1	33.2	-5.5	0.8
O=C(CCc1nc2ccccc2c(=O)[nH]1)Nc1nc(-c2cccs2)cs1	i	10.2	i	0.9	2.7	-2.8	0.3	1.2	-0.1	-2.0
Cn1c(COc2cccc3cccnc23)nnc1SCC(=O)O	i	-3.2	i	-1.0	6.7	2.9	2.0	-9.4	3.9	0.2
CCN(CC)c1ccc(-n2c(C)cc(C=O)c2C)cc1	i	-9.3	i	0.5	1.2	-4.4	4.4	-14.5	-2.4	-6.5
CC(=O)O/N=C(\N)c1ccc(-c2csnn2)cc1	i	-0.9	i	-2.1	-1.5	-2.6	-3.0	-3.8	3.6	1.9
COC(C[C@@H]1O[C@@H]1[C@@H](O)[C@@H](C)OCc1ccccc1)OC	i	-3.7	i	-1.7	-1.3	1.0	2.0	-0.2	-3.3	2.1
COc1ccccc1NC(=O)CC(NCCN(C)C)C(=O)O (configuration not stated)	i	-3.9	i	-5.5	-5.8	1.9	1.1	-9.2	1.2	3.4
COc1ccc(OC)c(-n2cc3c(=O)n(C)c(=O)n(C)c3c2)c1	i	3.0	i	0.1	-8.6	1.3	-1.8	-2.0	-2.8	-14.9
COc1ccc2oc(C)c(C(=O)Cn3ccnc3)c2c1	i	-6.8	i	0.9	-1.9	-3.5	5.4	-9.6	-1.0	0.0
COCCn1c(=O)[nH]c2cc(C(=O)NCCc3ccc(OC)c(OC)c3)ccc2c1=O	i	6.0	i	-1.8	3.0	1.0	1.2	-6.9	-1.2	0.2
COc1ccc(OC)c(CN2CCCC(CCC(=O)N(C)CCc3ccccn3)C2)c1 (configuration not stated)	i	-3.7	i	0.7	4.2	-1.2	-0.5	0.2	-0.8	-3.0
CCNC(=O)C(=O)NCC1OCCCN1S(=O)(=O)c1ccc(F)cc1C (configuration not stated)	i	-6.8	i	-0.6	4.4	0.3	-2.5	2.4	-3.3	1.9
O=C(CC1SC(=Nc2ccc3c(c2)OCCO3)NC1=O)Nc1ccc(F)cc1F (configuration not stated)	i	-4.8	i	0.1	1.4	-3.9	-1.2	0.8	4.2	-0.3
CC(C)c1cc2c(c(O)c1O)[C@@]13CCCC(C)(C)C1CC2OC3=O (some centres not stated)	i	-2.7	i	1.0	5.6	1.6	-1.5	-6.7	3.9	-9.7
CCOC(=O)c1nnc(-c2cccs2)nc1Oc1ccccc1C(=O)OC	i	8.8	i	-1.8	0.8	0.9	-2.5	-2.2	-17.0	3.3
O=C(NNC(=S)NC(=O)c1cccs1)c1cccnc1	i	-0.7	i	0.4	4.8	3.1	-4.1	-4.4	3.3	0.6
Cc1ccccc1CSc1nc2ccccc2c(=O)[nH]1	i	-1.0	i	-1.2	-10.1	-1.0	0.7	-2.3	-2.1	2.3

Part of the list above, set out differently.
CCOC(=O)c1c(NC(=O)c2ccco2)sc(C(=O)N2CCCC2)c1C
  Neddylation inh = i	NadD inh = -1.5	Rpn11 block = i	LMPTP block = 0.9	CSN deneddyl inh = 3.8	Rin1 Abl inh = -0.4	STEP inh = 1.5	Scp-1 inhibitor = -7.2	SUMO1-SIM PPI = -0.5	DNMT1 block = -2.3

CCc1ccc(NC(=O)CSc2nc(=O)n3cc(C)ccc3n2)cc1
  Neddylation inh = i	NadD inh = 0.9	Rpn11 block = i	LMPTP block = -0.5	CSN deneddyl inh = -0.8	Rin1 Abl inh = -2.8	STEP inh = 0.2	Scp-1 inhibitor = -5.7	SUMO1-SIM PPI = -5.0	DNMT1 block = 0.5

CCOC(=O)c1sc(=S)n(-c2ccccc2Cl)c1SC
  Neddylation inh = i	NadD inh = -2.9	Rpn11 block = i	LMPTP block = 0.1	CSN deneddyl inh = 3.0	Rin1 Abl inh = 1.8	STEP inh = -3.2	Scp-1 inhibitor = -5.2	SUMO1-SIM PPI = -13.9	DNMT1 block = 2.6

O=C1c2ccccc2NC(c2ccncc2)N1c1ccccn1 (configuration not stated)
  Neddylation inh = /	NadD inh = -0.6	Rpn11 block = i	LMPTP block = -2.5	CSN deneddyl inh = 1.5	Rin1 Abl inh = 0.8	STEP inh = 3.0	Scp-1 inhibitor = -9.1	SUMO1-SIM PPI = -1.7	DNMT1 block = -0.5

Additional records:
canonical_smiles	Neddylation inh	NadD inh	Rpn11 block	LMPTP block	CSN deneddyl inh	Rin1 Abl inh	STEP inh	Scp-1 inhibitor	SUMO1-SIM PPI	DNMT1 block
Cc1ccc(-n2nc3c(c2NC(=O)c2ccc4c(c2)OCO4)CS(=O)(=O)C3)cc1	i	-1.5	i	-1.1	4.8	-0.2	-0.7	-5.7	16.1	3.1
Cc1ccc(NC(=O)C2Cc3ccccc3CN2C(=O)c2ccccc2)cc1Cl (configuration not stated)	i	-0.1	i	2.1	-16.2	5.5	-3.4	-10.4	-2.0	-2.6
COCCn1c(SCC(=O)Nc2cccnc2Cl)nc2ccccc21	i	-4.8	i	-0.8	2.1	8.5	-1.1	-0.1	2.9	7.1
CC(NC(=O)C12CC3CC(CC(O)(C3)C1)C2)c1ccccc1 (configuration not stated)	i	0.8	i	1.7	2.3	1.4	0.7	19.2	2.4	0.8
CC(C)OC(=O)CSc1nc2ncccc2[nH]1	i	-2.9	i	-2.0	0.4	4.0	1.2	1.4	-2.4	4.5
Cc1ccc2cc(CN(CC3CCCO3)C(=S)Nc3ccccc3)c(=O)[nH]c2c1 (configuration not stated)	i	2.2	i	-0.1	-10.5	-4.1	-0.2	-1.0	-1.5	-0.1
